NR5A2 inv ag – suppresses constitutive activity of human LRH-1 | O00482 | HEK293T StAR-luciferase reporter, LRH-1 transfected, 24 h | inhibition, % at 3.6 µM | 0.13% of 360,000 active | AID 602396;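 active = inhibition above the mean inhibition of all tested compounds plus 3 SD, cut at about 73% in these data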;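 note: 0% = DMSO wells and 100% = reporter-only cells lacking LRH-1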
NR2F2 inh – blocks human COUP-TFII nuclear receptor. HEK293T NGFI-A luciferase reporter, luminescence. 0.7% of 370,000 active. inhibition, % at 8.6 µM;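 active = inhibition above a per-plate cutoff, mean inhibition of test wells between control levels plus 3 SD, cut at about 38% in these data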;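 note: cells cotransfected with COUP-TFII expression vector driving the NGFI-A reporter; 0% = median of COUP-TF2 test wells and 100% = reporter-only cells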
KKLEB cytotox – CF airway cell cytotoxicity counter-screen; KKLEB CF airway cells viability, ATPlite luminescence, overnight; hits give low values; cells stimulated with P. aeruginosa culture filtrate; activity change (cytotoxicity), % at 5 µM; 0.36% of 360,000 active; AID 602141;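 active = corrected activity change at or below -50% at 5 µM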
LMP1 NFkB inh – reduces LMP1-driven NF-kappaB luciferase signal. LMP1-induced NF-kappaB luciferase reporter cells, luminescence. inhibition, % at 12.5 µM. 0.69% of 350,000 active; in the data active = inhibition above about 41%;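 note: 0% = neutral control wells and 100% = reference inhibitor control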
CF NFkB inh – blocks PAF-induced NF-kB reporter in cystic fibrosis cells. KKLEB NF-kB-GFP reporter, GFP fluorescence overnight. inhibition, % at 5 µM. 0.86% of 360,000 active. AID 588850;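 active = at least 50% inhibition at 5 µM, scaled per plate between neutral and stimulator controls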;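 note: PAF is a Pseudomonas aeruginosa culture filtrate used as stimulus; plate controls were PAF-stimulated DMSO wells for no effect and unstimulated DMSO wells for full effect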
NCOA2 inhibitor – inhibits human steroid receptor coactivator 2; inhibition, % at 9 µM; 0.17% of 370,000 active; Q15596; HEK293 GAL4-SRC2 luciferase reporter, luminescence;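 active = inhibition above the mean inhibition of all tested compounds plus 3 SD, set per campaign, cut at about 52% in these data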;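 note: 0% = DMSO treated cells and 100% = cells given Gossypol at 36 µM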
TWEAK Fn14 block – inhibitors of TWEAK-Fn14 interaction signaling; TWEAK-stimulated Fn14 reporter cells, luciferase luminescence, 8 h; inhibition, % at 10 µM; 2% of 360,000 active; AID 1159606; in the data active = inhibition above about 50%
SRC1 inh – inhibitors of human steroid receptor coactivator 1 (SRC1); Q15788; HEK293 GAL4-SRC1 luciferase reporter, luminescence; inhibition, % at 3.6 µM; 0.12% of 360,000 active; AID 588354;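 active = inhibition above the campaign mean plus 3 SD, with each screening campaign given its own cutoff, cut at about 60% in these data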;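 note: 0% = DMSO treated cells and 100% = gossypol at 36 µM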
TRAIL sens C8 – caspase-8 TRAIL sensitization; NB7+C8 cells + TRAIL, ATPlite viability luminescence; 1% of 360,000 active; inhibition (viability loss, TRAIL sensitization), % at 10 µM; AID 624354;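 active = compounds causing at least 50% loss of cell viability in the single-dose screen, relative to plate controls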
SRC3 inh – inhibits human SRC3 coactivator | inhibition, % at 3.6 µM | HEK293 GAL4-SRC3 luciferase reporter, luminescence | AID 588352 | Q9Y6Q9 | 0.17% of 360,000 active;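 active = inhibition above a per-campaign cutoff, the mean of all compounds plus 3 SD, cut at about 60% in these data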;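 note: 0% = DMSO-treated cells and 100% = gossypol-treated cells at 36 µM; higher means less SRC3-driven luciferase light from the GAL4 reporter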
TROY signal inh – inhibitors of TROY-dependent NF-kB signaling. Q293 LMP1-TROYcd NF-kB luciferase reporter, 4 h. inhibition, % at 10 µM. 0.98% of 360,000 active;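 active = compounds whose plate-normalised and pattern-corrected inhibition of the luciferase reporter signal at the single screening dose is 50% or more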
An asterisk follows results filed as active; . = no result given.

SMILES	NR5A2 inv ag	NR2F2 inh	KKLEB cytotox	LMP1 NFkB inh	CF NFkB inh	NCOA2 inhibitor	TWEAK Fn14 block	SRC1 inh	TRAIL sens C8	SRC3 inh	TROY signal inh
CCCCC/C=C/C1=CC(=O)C[C@H](c2ccc(OC)c(OC)c2)C1	2	-8	-15	7	19	2	10	8	-1	-10	-2
O=C(C1CCCN(S(=O)(=O)c2ccc(Br)cc2)C1)N1CCOCC1 (configuration not stated)	-9	-2	2	1	-30	16	12	-8	-8	16	-7
O=C(CN1CCN(S(=O)(=O)N2CCCCCC2)CC1)Nc1cc(Cl)ccc1Cl	3	-12	-6	-4	-1	-13	-13	1	-8	-38	28
COc1cc(/C=N/Nc2cc(C)nc(NS(=O)(=O)c3ccc(C)cc3)n2)ccc1O	25	-17	0	6	0	-23	-5	-15	-10	-2	3
Cc1nn(C)c(C)c1S(=O)(=O)N1CCC(C(=O)NC2CCCCCC2)CC1	-3	-3	-3	-3	-1	-18	-8	-13	-4	-5	-11
O=C(NC(Cc1c[nH]c2ccccc12)c1nnc2n1CCCCC2)c1ccc(Cl)cc1 (configuration not stated)	-13	6	6	3	0	4	-15	-5	-1	-17	5
CCOc1ccc(/C(O)=C2/C(=O)C(=O)N(CCN(C)C)C2c2ccccc2)cc1Cl (configuration not stated)	-1	-12	4	-1	-6	10	8	-9	-1	-8	8
Cc1ccc(S(=O)(=O)Cn2nnnc2C(C(C)C)N2CCc3ccccc3C2)cc1 (configuration not stated)	-5	.	-7	-4	12	.	4	-8	-3	-1	-9
CCOc1ccc(N(CC(=O)NCc2ccco2)C(=O)CCC(=O)Nc2ccccn2)cc1	10	26	-4	4	3	-15	3	-18	-3	-14	9
CCOC(=O)C1=C(CC)Nc2ccccc2N=C1NC(=O)Cn1cnc2ccccc2c1=O	6	8	1	6	-8	-13	2	-5	0	14	0
O=[N+]([O-])c1ccc(S(=O)(=O)Nc2ccc3c(c2)OCCO3)cc1	2	10	5	-4	-3	11	11	-2	4	-17	9
CCOc1ccccc1CNc1ncnc2ccc(-c3c(C)noc3C)cc12	34	-23	-25	17	-108	-15	82*	2	13	18	62*
Cc1ccc(C)n1-n1c(C)nc2sc3c(c2c1=O)CCCCC3	-27	1	-6	-8	3	18	2	2	11	2	-1
CC(=O)OCCn1c(=O)c2cc3c(=O)n(CCOC(C)=O)c(=O)c3cc2c1=O	1	-8	2	-2	-9	-6	-9	-48	5	-11	16
CCC(C)Nc1nc(CN2CCOCC2)nc2sc3c(c12)CCC3 (configuration not stated)	6	-2	3	5	8	-9	75*	-8	-2	-12	.
COc1cc(/C=C2/SC(=O)NC2=O)ccc1OCc1ccccc1	-18	16	5	5	-12	-1	-21	-19	-2	-15	-67
COc1ccc(S(=O)(=O)N(C)C[C@H]2Oc3ccc(NC(=O)Nc4ccccc4)cc3C(=O)N([C@H](C)CO)C[C@@H]2C)cc1	16	3	-3	6	-1	5	-2	-6	2	12	-19
COc1ccc(N2C(=O)C3C4C=CC(c5ccccc5)(C3C2=O)C2C(=O)N(c3ccc(OC)cc3)C(=O)C42)cc1 (configuration not stated)	7	18	4	1	8	-9	-2	-8	-5	-4	-27
CC(C)CC(=O)NC(=S)Nc1ccccc1N1CCCC1	11	10	12	-3	-5	-19	11	-7	9	8	-24
COc1ccc(NC(=O)N(C)C[C@H]2Oc3c(NC(=O)Nc4ccccc4)cccc3C(=O)N([C@H](C)CO)C[C@@H]2C)cc1	8	-17	15	-6	-20	-36	2	-15	-20	7	-2
CC(=O)c1cccc(NCC(=O)Nc2cccc(S(=O)(=O)N3CCCCC3)c2)c1	11	11	17	-2	-2	6	19	-14	4	6	-1
O=[N+]([O-])c1cc(C(F)(F)F)ccc1NCCOc1ccccc1	-57	-15	-9	-28	22	-37	-17	-54	16	-35	-68
COc1ccc(-c2c(C(F)(F)F)nn(C)c2NC(C)=O)cc1	4	-16	5	-6	-5	6	2	-13	-2	19	17
COc1cc(C=C(C#N)c2ccc([N+](=O)[O-])cc2)ccc1O	-6	5	-5	1	-13	-14	-1	-19	-3	-30	-20
CCOc1ccc(-c2nnc(N(CC)C(=O)C3CCC3)s2)cc1	-25	-12	4	-16	-5	-31	-21	-23	38	-26	-48
COc1ccc(C2c3c(noc3C)CC(C)(O)C2C(C)=O)cc1 (configuration not stated)	-8	18	-4	0	0	3	-6	-3	5	11	-13
CCN=C1SC(CC(=O)Nc2sc(C)c(C)c2C(=O)OC)C(=O)N1CC (configuration not stated)	8	2	-14	-6	8	14	24	-23	7	-15	-4
COc1cc(C(=O)NCC(c2cccnc2)N2CCN(c3ccc(F)cc3)CC2)cc(OC)c1OC (configuration not stated)	10	5	-4	-6	5	14	-9	6	-15	-1	4
CC1=CCC2C(=O)N(c3ccc(OC(=O)c4ccco4)cc3)C(=O)C2C1 (configuration not stated)	-7	-6	4	-5	-32	-53	-17	-1	-7	-4	1
O=C(NCc1ccncc1)c1ccc2nc(Cc3ccccc3F)oc2c1	1	-7	-1	14	6	1	-2	8	3	-9	-4
Cc1ccc(S(=O)(=O)N(C)/N=C/C=C/c2ccccc2)cc1	-4	15	1	-1	6	8	-14	2	2	7	-1
O=C(NC1CCCCC1)c1cc(-c2ccccn2)nc2ccccc12	-3	4	-6	-2	-20	-15	-5	6	-4	2	6
CN1/C(=C\C(=O)c2oc3ccccc3c2N)C(C)(C)c2ccccc21	-15	-13	-10	6	2	11	37	-5	30	-7	22
COc1ccc(CNC(=O)Cn2nc(C(F)(F)F)c3c2CCC3)cc1	5	-20	-9	-11	-10	-4	-16	4	-5	2	-4
COc1ccc(OC)c(-c2csc(NC(=O)CSCc3c(C)noc3C)n2)c1	-12	4	9	3	-26	-20	-8	4	13	-13	14
O=C(CSc1nncs1)Nc1cccc2ccccc12	5	-29	6	0	-8	-6	-3	-10	-3	9	18
c1coc(-c2nc3nc4ccccc4n3nc2-c2ccco2)c1	-2	0	3	2	-14	-3	24	-20	15	-14	-8
COc1ccc(S(=O)(=O)N2c3cc(Cl)ccc3Oc3nc4ccccc4nc32)cc1	-5	-28	-21	-2	46	-37	5	-9	-7	-1	31
CCCN(CC(=O)Nc1ccc(F)c(F)c1F)C(=O)c1cc(S(=O)(=O)N(C)C)ccc1N1CCCC1	-5	2	-10	1	1	28	-13	4	-14	0	-1
CCc1noc(C)c1C(=O)Oc1ccc(N(C)S(=O)(=O)c2ccc(C)c(C)c2)cc1	16	27	4	4	-9	17	10	21	-1	-21	14

Brought forward from above: 2 compounds, then new ones.
SMILES	NR5A2 inv ag	NR2F2 inh	KKLEB cytotox	LMP1 NFkB inh	CF NFkB inh	NCOA2 inhibitor	TWEAK Fn14 block	SRC1 inh	TRAIL sens C8	SRC3 inh	TROY signal inh
CCCN(CC(=O)Nc1ccc(F)c(F)c1F)C(=O)c1cc(S(=O)(=O)N(C)C)ccc1N1CCCC1	-5	2	-10	1	1	28	-13	4	-14	0	-1
CCc1noc(C)c1C(=O)Oc1ccc(N(C)S(=O)(=O)c2ccc(C)c(C)c2)cc1	16	27	4	4	-9	17	10	21	-1	-21	14
O=C(OCc1cn([C@@H]2C[C@H](c3ccccc3)N(C(=O)C3CCCCC3)C[C@H]2O)nn1)c1ccccc1	10	7	-9	4	2	16	0	-17	0	7	-11
Cc1cc(N2CCOCC2)nc2ccc(NC(=O)CCC(=O)N3CCN(c4ccccc4)CC3)cc12	-1	-11	1	-15	-15	-35	30	-34	6	-36	-6
O=C(CCC1CCCN(C(=O)c2cccs2)C1)N1CCN(c2ccccn2)CC1 (configuration not stated)	-19	-15	8	1	8	-9	3	-13	-1	-17	2
O=C(COC(=O)CCc1ccc(S(=O)(=O)N2CCOCC2)cc1)Nc1ccccc1OC(F)F	13	10	-17	0	18	14	2	-1	-13	1	-7
CC1CC(C)CN(c2ccc(C(=O)NCc3ccc4c(c3)OCO4)cc2[N+](=O)[O-])C1 (configuration not stated)	2	-8	-36	-8	10	7	8	-14	-4	-15	6
COc1nc(N)nc(N)c1NS(=O)(=O)c1ccc(C)cc1	15	-2	-14	0	-5	13	-9	-22	4	4	-2
COc1ccc(C)cc1S(=O)(=O)N1CCCCC1	-20	9	13	-4	-3	-13	9	0	-23	5	6
CCN1C(=O)/C(=C\N2CCCCCC2)SC1=S	-24	-20	-1	-20	9	-9	-17	-48	15	-3	-32
Cc1onc(-c2ccccc2)c1C(=O)NNC(=S)NC(=O)c1ccc2c(c1)OCO2	-24	-7	4	5	17	5	4	-5	-3	1	-10
CN(C)S(=O)(=O)Oc1ccccc1C(=O)Nc1ccccc1Cl	8	9	0	4	-7	5	-17	9	-8	12	14
c1ccc2c(c1)[nH]c1ccncc12	-14	0	18	-2	-19	-2	-6	8	2	27	-7
Cc1ccc(-c2cc(C(F)F)n3ncc(C(=O)N4CCCc5ccccc54)c3n2)cc1	10	8	-17	-5	26	-6	-5	5	16	9	2
CCc1noc(C)c1C(=O)N1CCC(CCC(=O)Nc2cccc(C)c2)CC1	-6	18	-6	8	-18	9	5	-8	-5	-2	0
Cc1ccsc1C(=O)OCc1csc(-c2ccccc2)n1	-143	-30	-12	-46	18	-49	50	-112	7	-107	5
CCCCOc1ccccc1C(=O)NCCCC(=O)O	-5	7	-4	-2	15	-19	-14	-11	-10	-9	6
O=C1NNC(=O)C1c1ccccc1	-13	23	5	-10	-2	0	10	-3	2	1	-6
CCOc1ccccc1NS(=O)(=O)c1ccc(-c2cnc(C3CC3)o2)cc1	24	-62	22	3	48	15	44	-14	9	16	48
O=C1N=c2ccccc2=C1c1sc(NS(=O)(=O)c2ccccc2)nc1O	5	15	0	-3	-2	-14	8	-42	-3	16	-9
COc1ccc(OC)c(CNC(=O)C2CCN(C(=O)N(C)C)CC2)c1	25	-22	-1	6	15	-12	0	3	-9	-6	-4
CN1CCN(NC(=O)Nc2cccc(Cl)c2Cl)CC1	-4	-12	4	0	2	20	11	4	-8	10	7
COc1ccc(/C=C(\C)c2nc(C)c(-c3ccccc3)c(=O)[nH]2)cc1	-2	2	-3	-2	11	0	-11	-6	4	6	-8
CS(=O)(=O)N(CC(=O)N1CCC(C(N)=O)CC1)C1CCCCC1	10	10	1	0	-2	-17	-9	12	-3	-2	-2
CCCCn1c(N)c(N(CCC(C)C)C(=O)C2CC(=O)N(c3ccc(OC)cc3OC)C2)c(=O)[nH]c1=O (configuration not stated)	1	4	8	4	7	-5	3	-9	-14	2	2
O=C(CNC(=O)c1ccc(Cl)cc1)OCC(=O)c1ccc2c(c1)OCCO2	-9	-10	7	3	11	-28	13	0	9	12	9
OCc1nc2ccccc2n1CCCCOc1ccccc1	-6	-6	-7	-2	14	-29	-12	-4	-17	8	6
O=C1c2ccccc2NC(c2ccc(Br)o2)N1O (configuration not stated)	-88	-23	-3	-17	-40	-80	5	-42	24	-78	-68
COc1cc(/C=N/O)cc(Br)c1OCC(=O)NCc1ccccc1	14	27	12	1	2	2	-8	-11	-11	16	9
CC1C(=NO)C(C)C(c2ccccc2)NC1c1ccccc1 (configuration not stated)	-1	1	-10	-4	16	-5	3	20	-15	-22	-22
O=C(COc1ncnc2cc([N+](=O)[O-])ccc12)NC(=O)NC1CCCCC1	-2	7	7	-9	-5	6	5	12	-4	13	-3

Screening data as filed in PubChem.
